Bioassay records as filed in PubChem BioAssay.
LEDGF integ inh = blocks HIV-1 LEDGF/p75-dependent DNA integration. TR-FRET IN-LEDGF/p75 DNA integration, Eu/Cy5. inhibition, % at 3.7 µM. 370,000 tested, 0.64% active;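 active means inhibition above the screen-wide mean plus 3 SD, cut at about 13% in these data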;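 further: signal is the Cy5 over europium emission ratio at 671 and 618 nm; 0% = plate median of compound wells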
PRMT1 inh = inhibitors of human PRMT1; recombinant PRMT1, activity-based probe fluorescence polarization; inhibition, % at 2.79 µM; 370,000 tested, 1.3% active; AID 652257;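 active means inhibition above about 21% made by adding two undisclosed values, limit read from the data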
GC-B act = GC-B (human) receptor activation | HEK293-GC-B cells, CNP EC30, cGMP TR-FRET; 0% at EC30 CNP, 100% saturating CNP | 370,000 tested, 0.11% active | activation, % at 10 µM | P20594 | AID 1920062;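 active means activation at 10 µM reaching about 35% in either raw or pattern-adjusted values, limit read from the data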
mABHD4 FP = inhibitors of mouse ABHD4; Q8VD66; purified mABHD4, FP-Rh probe fluorescence polarization; 370,000 tested, 0.54% active; inhibition, % at 8.92 µM;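 active means inhibition exceeding the mean over every tested compound plus 3 SD, cut at about 30% in these data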;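 further: 0% = plate median of compound wells and 100% = S159A mutant with DMSO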
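Test system: mABHD4 protein; Read-out basis: % inhibition; Incubation: 45 min + 60 min at 25 °C; Repeats: single replicate; Technique: fluorescence polarization with parallel and perpendicular emission, 525/598 nm; Compound: 8.92 µM, single dose; Benchmarks: full inhibition S159A mutant plus DMSO, zero as sample-well median.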
rCAG binder = binds r(CAG) RNA repeats; r(CAG) RNA repeat, TO-PRO-1 dye displacement fluorescence; 370,000 tested, 1.3% active; inhibition, % at 3 µM;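 active means inhibition above the plate cutoff, the mean of all test compounds on that plate plus 3 SD, cut at about 35% in these data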;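 further: 0% = DMSO alone and 100% = 100 µM mitoxantrone as full dye displacement; higher means more dye released from RNA so lower well fluorescence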
TCR-CD3 inh = blocks the human TCR-CD3 interaction; inhibition, % at 9.4 µM; TAMRA-labeled TCR probe fluorescence, biochemical; 360,000 tested, 0.37% active; in the data active means inhibition above about 19%;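 further: recombinant mutant TCR 2C K166C tagged with TAMRA read by polarization; 0% = receptor in buffer alone and 100% = receptor with positive control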
TDP2 absorb = blocks human TDP2 phosphodiesterase activity; O95551; AID 720702; 370,000 tested, 0.34% active; inhibition, % at 12.8 µM; recombinant TDP2, T5PNP hydrolysis, p-nitrophenol absorbance 415 nm;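 active means inhibition above the mean of all tested compounds plus 3 SD, set per campaign, cut at about 25% in these data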;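 further: 0% = DMSO with enzyme and 100% = buffer with substrate but no TDP2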
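Incubation: 2 h at 37 °C; Test system: recombinant human TDP2; Quantity: enzyme 120 nM; Read-out basis: percent inhibition; Medium: 50 mM Tris-HCl pH 7.5 with Mg2+, KCl, DTT, BSA; Repeats: single replicate; Compound: 12.8 µM single point, 1% DMSO; Signal: epi absorbance; Reagent: 5 mM T5PNP chromogenic substrate; Benchmarks: no-enzyme high, DMSO-plus-enzyme low.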
MBD2 DNA inh = MBD2-methylated oligo binding inhibition. TR-FRET, MBD2 binding to methylated oligonucleotide. inhibition, % at 4.4 µM. 370,000 tested, 0.31% active; in the data active means inhibition above about 13%
SIAE inh = blocks human sialic acid acetylesterase | inhibition, % at 9.66 µM | AID 1053197 | 370,000 tested, 0.69% active | SIAE FP-Rh probe binding, fluorescence polarization | Q9HAT2;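 active means inhibition above a cutoff: mean of compounds within the control limits plus 3 SD of those, cut at about 17% in these data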;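 further: 0% = plate median of compound wells and 100% = probe without SIAE protein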
Target sequence (Q9HAT2 whole entry, looked up): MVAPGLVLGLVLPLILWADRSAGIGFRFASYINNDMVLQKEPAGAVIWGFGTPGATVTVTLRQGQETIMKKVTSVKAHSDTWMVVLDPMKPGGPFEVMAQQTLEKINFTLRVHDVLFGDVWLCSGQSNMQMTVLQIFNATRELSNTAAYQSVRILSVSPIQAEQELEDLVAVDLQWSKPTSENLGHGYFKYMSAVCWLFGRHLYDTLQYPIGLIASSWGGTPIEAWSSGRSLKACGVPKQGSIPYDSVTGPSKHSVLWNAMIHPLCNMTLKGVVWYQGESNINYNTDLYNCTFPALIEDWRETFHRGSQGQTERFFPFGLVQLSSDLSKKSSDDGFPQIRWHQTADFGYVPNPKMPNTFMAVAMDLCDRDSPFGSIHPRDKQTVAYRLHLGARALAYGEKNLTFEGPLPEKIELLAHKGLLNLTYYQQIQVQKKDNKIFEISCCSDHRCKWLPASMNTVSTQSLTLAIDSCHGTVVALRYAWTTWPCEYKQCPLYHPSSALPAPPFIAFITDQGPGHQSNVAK
HTRA1 inh = blocks human HTRA1 serine peptidase. Q92743. recombinant HTRA1, FP-rhodamine activity-based probe, fluorescence polarization. inhibition, % at 5.96 µM. 340,000 tested, 0.5% active; in the data active means inhibition above about 36%;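 further: 0% = enzyme with DMSO and 100% = wells lacking enzyme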
Target sequence (Q92743 whole entry, looked up): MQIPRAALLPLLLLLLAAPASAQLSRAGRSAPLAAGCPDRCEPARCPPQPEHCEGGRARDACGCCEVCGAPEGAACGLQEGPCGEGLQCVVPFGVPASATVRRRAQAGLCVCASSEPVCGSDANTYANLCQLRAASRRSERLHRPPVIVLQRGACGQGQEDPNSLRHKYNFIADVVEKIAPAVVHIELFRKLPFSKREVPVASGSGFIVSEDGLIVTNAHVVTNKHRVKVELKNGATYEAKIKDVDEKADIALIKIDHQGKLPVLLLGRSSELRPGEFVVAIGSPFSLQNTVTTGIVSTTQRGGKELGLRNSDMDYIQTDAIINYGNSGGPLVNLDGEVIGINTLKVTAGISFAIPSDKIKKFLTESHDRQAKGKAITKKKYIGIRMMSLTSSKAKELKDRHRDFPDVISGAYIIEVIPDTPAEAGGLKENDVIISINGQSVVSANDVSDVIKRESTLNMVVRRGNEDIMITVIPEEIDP
* hit, by the source's call. An excerpt; count on the stated rates, not on these rows.

The opening 3 records, to show the layout:
Screening C=CCOc1ccc(/C=C/C(=O)OCC(=O)N(C)C2CCS(=O)(=O)C2)cc1 (centres undefined) returned LEDGF integ inh 3, PRMT1 inh 1, GC-B act 2, mABHD4 FP -2, rCAG binder -5, TCR-CD3 inh 5, TDP2 absorb -7, MBD2 DNA inh 1, SIAE inh -7 and HTRA1 inh 4.
Screening O=C(OCc1cn([C@H]2C[C@H](c3ccc(Cl)cc3)N(CC3CCCCC3)C[C@@H]2O)nn1)c1ccccc1 returned LEDGF integ inh -2, PRMT1 inh 5, GC-B act -2, mABHD4 FP -2, rCAG binder 5, TCR-CD3 inh -3, TDP2 absorb -10, MBD2 DNA inh -3, SIAE inh -5 and HTRA1 inh -24.
Screening CC[C@@H](C)[C@H](NC(=O)C1CCN(C(=O)[C@@H](NS(=O)(=O)c2ccc(C)cc2)C(C)C)CC1)C(=O)O returned LEDGF integ inh 1, PRMT1 inh 5, GC-B act 3, mABHD4 FP 6, rCAG binder 9, TCR-CD3 inh 9, TDP2 absorb 1, MBD2 DNA inh -2, SIAE inh 4 and HTRA1 inh 3.

The whole of this part, previewed entries included:
Screening C=CCOc1ccc(/C=C/C(=O)OCC(=O)N(C)C2CCS(=O)(=O)C2)cc1 (centres undefined) returned LEDGF integ inh 3, PRMT1 inh 1, GC-B act 2, mABHD4 FP -2, rCAG binder -5, TCR-CD3 inh 5, TDP2 absorb -7, MBD2 DNA inh 1, SIAE inh -7 and HTRA1 inh 4.
Screening O=C(OCc1cn([C@H]2C[C@H](c3ccc(Cl)cc3)N(CC3CCCCC3)C[C@@H]2O)nn1)c1ccccc1 returned LEDGF integ inh -2, PRMT1 inh 5, GC-B act -2, mABHD4 FP -2, rCAG binder 5, TCR-CD3 inh -3, TDP2 absorb -10, MBD2 DNA inh -3, SIAE inh -5 and HTRA1 inh -24.
Screening CC[C@@H](C)[C@H](NC(=O)C1CCN(C(=O)[C@@H](NS(=O)(=O)c2ccc(C)cc2)C(C)C)CC1)C(=O)O returned LEDGF integ inh 1, PRMT1 inh 5, GC-B act 3, mABHD4 FP 6, rCAG binder 9, TCR-CD3 inh 9, TDP2 absorb 1, MBD2 DNA inh -2, SIAE inh 4 and HTRA1 inh 3.
`COCCNC(=O)c1cnn2c(C(F)F)cc(-c3ccc(C)cc3)nc12` gave LEDGF integ inh 0, PRMT1 inh -2, GC-B act 5, mABHD4 FP -1, rCAG binder -1, TCR-CD3 inh 0, TDP2 absorb 1, MBD2 DNA inh -1, SIAE inh 3 and HTRA1 inh -2.
CC1CCC(C(C)C)C(OC(=O)C[n+]2cc(-c3ccc(Cl)cc3)n3c2CCCCC3)C1 (centres undefined) was read as LEDGF integ inh -1, PRMT1 inh -3, GC-B act 0, mABHD4 FP 19, rCAG binder 5, TCR-CD3 inh 2, TDP2 absorb -7, MBD2 DNA inh -6, SIAE inh -1 and HTRA1 inh 5.
For CCOC(=O)c1nnn(-c2nonc2N)c1CN(C)Cc1ccccc1 the results were LEDGF integ inh 3, PRMT1 inh 0, GC-B act -2, mABHD4 FP 2, rCAG binder -5, TCR-CD3 inh -8, TDP2 absorb 4, MBD2 DNA inh -1, SIAE inh 1 and HTRA1 inh 0.
Screening CCCNC(=O)CCc1c(C)nc2nc(C)nn2c1C returned LEDGF integ inh 0, PRMT1 inh -1, GC-B act 0, mABHD4 FP 1, rCAG binder 1, TCR-CD3 inh 8, TDP2 absorb -2, MBD2 DNA inh 2, SIAE inh 2 and HTRA1 inh -2.
Screening COCC(=O)N1CCCC(CNS(=O)(=O)c2ccc(OC)cc2)C1 (centres undefined) returned LEDGF integ inh 1, PRMT1 inh -1, GC-B act 8, mABHD4 FP -11, rCAG binder -1, TCR-CD3 inh 1, TDP2 absorb -18, MBD2 DNA inh 1, SIAE inh -8 and HTRA1 inh -5.
`CC(C)(O)CCc1c(-c2ccc(O)cc2O)oc2c3c(cc(O)c2c1=O)OC(C)(C)C=C3` gave LEDGF integ inh 4, PRMT1 inh -2, GC-B act -4, mABHD4 FP -34, rCAG binder 14, TCR-CD3 inh -2, TDP2 absorb -6, MBD2 DNA inh 1, SIAE inh -27 and HTRA1 inh -19.
CCC(C)NC(=O)c1ccc(CSCc2ccc(Cl)cc2)o1 (centres undefined) was read as LEDGF integ inh -2, PRMT1 inh 1, GC-B act 4, mABHD4 FP -5, rCAG binder -6, TCR-CD3 inh 2, TDP2 absorb -1, MBD2 DNA inh 3, SIAE inh -5 and HTRA1 inh -11.
`O=C(NC1CCCCC1)NC1CC2CCC(C1)N2C(=S)NCc1ccco1` (centres undefined) gave LEDGF integ inh 1, PRMT1 inh 2, GC-B act 4, mABHD4 FP 5, rCAG binder -6, TCR-CD3 inh -3, TDP2 absorb 6, MBD2 DNA inh 8, SIAE inh -2 and HTRA1 inh -2.
For COc1cc(OC)cc(-n2nnnc2SCC(=O)N2CCCC2)c1 the results were LEDGF integ inh -7, PRMT1 inh 1, GC-B act 2, mABHD4 FP 4, rCAG binder -4, TCR-CD3 inh 4, TDP2 absorb 1, MBD2 DNA inh 2, SIAE inh 6 and HTRA1 inh -1.
For CSc1ccccc1OCc1cc(C(=O)N[C@H]2CCCCNC2=O)no1 the results were LEDGF integ inh -1, PRMT1 inh 2, GC-B act 2, mABHD4 FP 5, rCAG binder -1, TCR-CD3 inh -4, TDP2 absorb 1, MBD2 DNA inh -2, SIAE inh 2 and HTRA1 inh -9.
COc1ccc(COCC(O)CN2CCc3ccccc3C2)cc1OC (centres undefined) was read as LEDGF integ inh 2, PRMT1 inh -2, GC-B act 1, mABHD4 FP 6, rCAG binder -8, TCR-CD3 inh 5, TDP2 absorb -16, MBD2 DNA inh 0, SIAE inh 20* and HTRA1 inh 0.
`CC(/C=C/c1ccc2c(c1)OCO2)=N\NC(=O)c1cccc([N+](=O)[O-])c1` gave LEDGF integ inh -1, PRMT1 inh -3, GC-B act 4, mABHD4 FP 6, rCAG binder 0, TCR-CD3 inh 2, TDP2 absorb -5, MBD2 DNA inh -1, SIAE inh 7 and HTRA1 inh 11.
Screening COC(=O)C1=COC(C)C2CN3CCc4c([nH]c5cc(OC)c(OC)cc45)C3CC12 (centres undefined) returned LEDGF integ inh -2, PRMT1 inh 21, GC-B act -19, mABHD4 FP -1, rCAG binder -13, TCR-CD3 inh 19, TDP2 absorb -9, MBD2 DNA inh -4, SIAE inh 0 and HTRA1 inh 18.
`O=C(CN1CCN(C2CCS(=O)(=O)C2)CC1)N1N=C(c2ccc(Cl)cc2)CC1c1ccco1` (centres undefined) gave LEDGF integ inh 0, PRMT1 inh 4, GC-B act 0, mABHD4 FP 0, rCAG binder -7, TCR-CD3 inh -4, TDP2 absorb -11, MBD2 DNA inh -3, SIAE inh 1 and HTRA1 inh -11.
For COc1ccc(NC(=O)CCC(=O)OCc2ccc(C(=O)Oc3ccc(Cl)cc3)cc2)cc1 the results were LEDGF integ inh 0, PRMT1 inh 1, GC-B act -8, mABHD4 FP 6, rCAG binder 21, TCR-CD3 inh 1, TDP2 absorb 0, MBD2 DNA inh -3, SIAE inh 2 and HTRA1 inh 1.
Screening CCCCn1c2ccc(C)cc2c2nnc(SCCN3CCCCC3)nc21 returned LEDGF integ inh 3, PRMT1 inh -1, GC-B act -1, mABHD4 FP 13, rCAG binder 0, TCR-CD3 inh 3, TDP2 absorb 8, MBD2 DNA inh 1, SIAE inh 5 and HTRA1 inh -18.
For CCOC(=O)c1c(C)nn(Cc2ccccc2)c1N the results were LEDGF integ inh -1, PRMT1 inh 2, GC-B act 8, mABHD4 FP -6, rCAG binder 3, TCR-CD3 inh 2, TDP2 absorb -7, MBD2 DNA inh -5, SIAE inh 0 and HTRA1 inh -2.
For CC(C)N1CCC1(C)C(=O)Nc1nccc2cccnc12 (centres undefined) the results were LEDGF integ inh -5, PRMT1 inh 3, GC-B act 0, mABHD4 FP 2, rCAG binder -2, TCR-CD3 inh -2, TDP2 absorb 5, MBD2 DNA inh 0 and SIAE inh 3.
For CS(=O)(=O)NCc1csc(-c2ccccc2)n1 the results were LEDGF integ inh -1, PRMT1 inh -1, GC-B act 0, mABHD4 FP 1, rCAG binder 0, TCR-CD3 inh 1, TDP2 absorb -4, MBD2 DNA inh -3, SIAE inh 2 and HTRA1 inh 10.
For CC(C)(C)C(=O)Nc1ccc(Sc2ccc([N+](=O)[O-])cc2)cc1 the results were LEDGF integ inh 1, PRMT1 inh -1, GC-B act 8, mABHD4 FP -44, rCAG binder -2, TCR-CD3 inh 4, TDP2 absorb -2, MBD2 DNA inh -1, SIAE inh 8 and HTRA1 inh -26.
Screening O=C(CC1Sc2ccccc2NC1=O)NNc1cc(Cl)ccc1Cl (centres undefined) returned LEDGF integ inh -3, PRMT1 inh 1, GC-B act -8, mABHD4 FP 8, rCAG binder 6, TCR-CD3 inh -3, TDP2 absorb -4, MBD2 DNA inh -2, SIAE inh -7 and HTRA1 inh -4.
Cc1ccc(C(=O)N2CCN(c3ncccn3)CC2)cc1 was read as LEDGF integ inh 0, PRMT1 inh 3, GC-B act -3, mABHD4 FP -2, rCAG binder -6, TCR-CD3 inh -5, TDP2 absorb -3, MBD2 DNA inh 2, SIAE inh -13 and HTRA1 inh 2.
`C/C(=N\Nc1cccc2cccnc12)c1ccccn1` gave LEDGF integ inh 2, PRMT1 inh 0, GC-B act -6, mABHD4 FP 9, rCAG binder 2, TCR-CD3 inh -7, TDP2 absorb -20, MBD2 DNA inh 0, SIAE inh 2 and HTRA1 inh 19.
COc1ccc(NC(C)C(=O)N/N=C/c2ccc([N+](=O)[O-])s2)cc1 (centres undefined) was read as LEDGF integ inh -2, PRMT1 inh 2, GC-B act 0, mABHD4 FP 2, rCAG binder 6, TCR-CD3 inh 3, TDP2 absorb 6, MBD2 DNA inh -4, SIAE inh 4 and HTRA1 inh 6.
For CC(=O)c1ccc(S(=O)(=O)Nc2c(C)nn(C)c2C)cc1 the results were LEDGF integ inh -9, PRMT1 inh 7, GC-B act -5, mABHD4 FP 0, rCAG binder 1, TCR-CD3 inh -3, TDP2 absorb -1, MBD2 DNA inh 2, SIAE inh -1 and HTRA1 inh 3.
Screening O=C(Nc1nc(-c2cccs2)c(-c2cccs2)s1)C1CCCC1 returned LEDGF integ inh 0, PRMT1 inh 6, GC-B act -3, mABHD4 FP -1, rCAG binder 7, TCR-CD3 inh -4, TDP2 absorb -5, MBD2 DNA inh 5, SIAE inh -3 and HTRA1 inh -11.
Screening O=c1cc(-c2ccccc2)oc2cccc(O)c12 returned LEDGF integ inh -1, PRMT1 inh 1, GC-B act -7, mABHD4 FP 4, rCAG binder 1, TCR-CD3 inh 3, TDP2 absorb 3, MBD2 DNA inh -2, SIAE inh -6 and HTRA1 inh -8.
`CCOc1ccc(CNS(=O)(=O)c2cccs2)cc1OCC` gave LEDGF integ inh 4, PRMT1 inh -3, GC-B act 3, mABHD4 FP -8, rCAG binder 0, TCR-CD3 inh -1, TDP2 absorb -5, MBD2 DNA inh -3, SIAE inh -1 and HTRA1 inh 1.
`CN(C)CCCN1C(=O)c2cc3ccccc3cc2C1=O` gave LEDGF integ inh 1, PRMT1 inh 0, GC-B act -1, mABHD4 FP 0, rCAG binder 1, TCR-CD3 inh 7, TDP2 absorb -5, MBD2 DNA inh -1, SIAE inh -1 and HTRA1 inh 1.
